Bioassay records (PubChem)
HepG2 viability – kills HepG2 cells in TGF-b inhibitor counter-screen. HepG2 CAGA-GFP viability, ATP luminescence, 18 h. Potency, µM (top dose mostly 46.1 µM), for inactives: at the highest dose activity change, negative = cytotoxicity, usual class: cytotoxic. hit rate 0.76% among 410,000. AID 588856; also: potency is read from the fitted curve at half-maximal effect; some results filed as inactive show a strong effect at the top dose
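HepG2 CAGA-GFP cells (1000/well, DMEM with 1% FBS) received compound, then TGF-beta at 500 pg/mL final, and were incubated 18 hours at 37 degrees C. Viability was read by CellTiter-Glo luminescence. Media-only wells were set as complete cell-killing and DMSO as no toxicity.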
HT1080-NT tox – kills 2HG-producing HT-1080-NT fibrosarcoma cells. HT-1080-NT fibrosarcoma viability, CellTiter-Glo ATP luminescence, 48 h. Potency, µM (titrated, usually from 46.1 µM), for inactives: top-dose activity, negative = less viability, hits mostly cytotoxic. hit rate 1.6% among 360,000;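 also: NT is the 2HG producing partner of a matched IDH1 knockdown line; potency is read from the fitted curve at half-maximal effect; 0% = DMSO-treated cells and -100% = media-only wells without cells; nearly all actives have a fitted effect of over 55% in size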
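750 cells/well, RPMI + 5% FBS; 2 h settle, compound pin-transfer, 48 h at 37 degrees C. CellTiter-Glo 10 min RT, luminescence. Normalized to DMSO and media-only wells.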
IL-1B inflam inh – inhibitors of inflammasome signaling (IL-1 beta secretion) | hit rate 4.7% among 360,000 | activity change, % at 57.5 µM | THP-1 LPS/ATP IL-1B secretion, AlphaLISA, 16 h; stronger effect = lower value; in the data active = activity change below about -50%; inconclusive = mostly about -30% to -49%; also: % is scaled to controls: 0 for no effect and ±100 for the full control effect
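Secreted IL-1B measured by AlphaLISA bead assay after 16 h compound exposure of THP-1 cells; compounds (final up to 57.5 uM) added 1 h before LPS (250 ng/mL) and ATP (1.25 mM) stimulation; lower signal means less secretion.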
MCF10A rerep – induces DNA re-replication in MCF 10a normal breast cells; MCF 10A DNA re-replication, Hoechst nuclear intensity, 48 h; Potency, µM (top dose mostly 46.1 µM), for the others: top-dose activity, positive = re-replication, usual class: activators; hit rate 2.9% among 350,000; AID 624296; also: potency is read from the fitted curve at half-maximal effect; % of control where 0% means no effect; nearly all actives have a fitted effect of over 50% in size
S2 tox – viability counter-screen for ATXN expression inhibitors | S2 cells (HEK-293 line with an ATXN2-luciferase reporter) viability, CellTiter-Fluor protease fluorescence, 24 h | hit rate 0.49% among 400,000 | Potency, µM (series often up to 56.7 µM), usual class: cytotoxic | AID 651635; also: potency is read from the fitted curve at half-maximal effect; nearly all actives have a fitted effect of over 40% in size
HT1080 IDH1KD tx – HT-1080 IDH1 knockdown cell toxicity (counter line); HT-1080 IDH1 knockdown viability, ATP luminescence, 48 h; Potency, µM (series often up to 46.1 µM), without a hit: top-dose activity, negative = toxicity, actives largely listed as cytotoxic; hit rate 2% among 360,000; AID 686971;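 also: potency is read from the fitted curve at half-maximal effect; 0% = DMSO wells and -100% = cell-free medium wells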
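Assay cells: HT-1080 with IDH1 knockdown, 750 per well, RPMI/5% FBS. Exposure: 48 h at 37 °C following 2 h pre-incubation. Read: CellTiter-Glo luminescence; fitted concentration-response, curve class assigned.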
SW480 rerep – inducers of DNA re-replication in SW480 colon cancer cells; hit rate 1.8% among 340,000; Potency, µM (top dose mostly 46.1 µM), for inactives: at the highest dose re-replication activation, usual class: activators; SW480 DNA re-replication, Hoechst DNA content imaging, 48 h; also: potency is read from the fitted curve at half-maximal effect; % of control where 0% means no effect; nearly all actives have a fitted effect of over 55% in size
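Hoechst fluorescence of nuclei (405 nm excitation, 500-530 nm emission) measured by plate-scanning imager after 48 hr compound exposure at 37 C; re-replication scored as increased number of nuclei with elevated intensity.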
KB-3-1 cytotox – kills parental KB-3-1 adenocarcinoma cells. AID 1347075. Potency, µM (doses to about 46.1 µM), for the others: top-dose activity change, negative = cytotoxic, actives largely listed as cytotoxic. hit rate 1.4% among 400,000. KB-3-1 viability, CellTiter-Glo ATP luminescence, 72 h; also: potency is read from the fitted curve at half-maximal effect; % is scaled to controls: 0 for no effect and ±100 for the full control effect; nearly all actives have a fitted effect of over 60% in size
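Multi-concentration cytotoxicity screen in KB-3-1 cells grown in DMEM lacking phenol red with 10% FBS. After 72 h at 37 °C with compound, ATP-dependent luminescence was recorded.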
ATXN2 expr inh – inhibitors of ATXN2 expression; AID 1745845; hit rate 0.72% among 360,000; Potency, µM (titrated, usually from 57 µM), for the others: top-dose activity change, negative = inhibition, most hits filed as inhibitors; HEK-293 ATXN2-luciferase reporter, luminescence, 24 h; also: potency is read from the fitted curve at half-maximal effect; % is scaled to controls: 0 for no effect and ±100 for the full control effect; nearly all actives have a fitted effect of over 55% in size
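ATXN2-luciferase reporter cells (luciferase flanked by upstream and downstream ATXN2 gene portions) were treated 24 h at 37 °C with compounds at up to 57 uM. SteadyGlo luminescence gave expression; GF-AFC fluorescence gave viability.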
An asterisk follows results filed as active; i = inactive; ? = inconclusive; . = not tested or not shown; & = joins results of further samples; [ ] = another dose, or the depositor's remark. Unless noted, calls follow the shape of the dose curve; as a rule, active = well fitted curve in the direction sought with a large enough effect; inconclusive = small, poorly fitted or top-dose-only effect, or another doubt; inactive = no such curve, though single readings can be large; an effect the other way counts as inactive or inconclusive.

Second line of a record – HepG2 viability	HT1080-NT tox	IL-1B inflam inh	MCF10A rerep	S2 tox	HT1080 IDH1KD tx	SW480 rerep	KB-3-1 cytotox	ATXN2 expr inh
- COc1ccc(C2CC(c3cccs3)=NN2C(=O)CSC2=NCCS2)cc1 (configuration not stated)
  -12.5%	-14.3%	-81.0*	19.3%	?	-16.6%	-0.2%	-14.4%	35.4%[activator]
- CCOC(=O)C1=C(C)C/C(=N\NC(=O)c2ccccc2O)CC1
  -34.9%	?	1.0	23.9%	i	?	18.4µM*	-52.9%	7.3%
- Cc1ccc(S(=O)(=O)N2CCOCC2)cc1NC(=O)CSc1nnnn1C
  -16.2%	18.5%	10.3	?	i	21.4%	-10.1%[1.84 µM]	19.9%	-7.1%
- COc1ccc(-c2noc(Cc3ccc(Cl)cc3)n2)cc1OC
  -29.2%	2.9%	-28.4	7.9%	i	-14.1%	0.3%	-17.8%	-16.5%
- COc1ccc(NC(=O)c2cc(S(=O)(=O)N3CCCC3)cn2C)cc1Cl
  -1.4%	2.4%	11.5	9.0%	?	-12.3%	-3.6%	5.2%	-16.7%
- COc1ccc(C(=O)Nc2nnc(C)s2)cc1
  0.8%	.	.	.	i	.	.	6.5%	0.1%
- Cc1ccc(C(=O)N/N=C\c2ccc3c(c2)OCO3)cn1
  -3.7%	-9.1%	2.0	-5.2%	i	-9.3%	-5.3%	20.9%	0.5%
- Cc1cc(-n2c(C)cc(C(=O)CSc3nc4ccccc4c(=O)n3Cc3ccco3)c2C)no1
  -9.4%	-1.8%	4.9	24.4%	i	-4.2%	14.8%	0.8%	29.8%
- COc1ccc2nc3cc(Cl)ccc3c(Nc3cc(C(C)C)c(O)cc3C)c2c1
  -69.7%	20.6µM*	-90.1*	?	?	?	?	?	?
- COc1ccc(Br)c(C(=O)NC(C)(C)CO)c1
  -21.8%	2.6%	-13.2	0.2%	i	18.4%	-1.2%	-12.6%	22.3%
- O=C(Nc1ccc(S(=O)(=O)Nc2ncccn2)cc1)c1ccccc1NS(=O)(=O)c1ccc(F)cc1
  20.1%	5.2%	28.6	-15.7%	i	8.3%	0.5%	-2.3%	-19.8%[11.3 µM]
- COc1ccc(N/C(N)=N/c2nc(C)cc(C)n2)c(OC)c1
  -5.7%	-18.8%	-76.0*	?	i	-15.4%	?	-3.8%	-13.7%
- CCN(C(=O)CSc1nc2ccccc2c(=O)n1-c1ccccc1F)C1CCS(=O)(=O)C1 (configuration not stated)
  -11.0%	-2.0%	-18.3	-5.3%	i	-7.6%	0.9%	-1.3%	.
- C=CCNC(=O)C(C#N)c1nc2ccccc2nc1N1CCN(Cc2ccccc2)CC1 (configuration not stated)
  -10.1%	8.3%	8.9	10.2%	i	13.0%	2.6%[9.22 µM]	7.9%	-4.8%
- Cc1sc2ncnc(Oc3ccc(-n4ccnc4)cc3)c2c1C
  -40.1%	?	?	10.0%	i	-23.2%	-2.6%	-24.4%	-37.0%

(cont.)
Second line of a record – HepG2 viability	HT1080-NT tox	IL-1B inflam inh	MCF10A rerep	S2 tox	HT1080 IDH1KD tx	SW480 rerep	KB-3-1 cytotox	ATXN2 expr inh
- Cc1cc(C)c(O)c(NC(=S)NC(=O)Cc2ccccc2)c1
  -9.5%	?	-0.3	4.7%	i	?	-8.5%	14.9%	-10.5%
- Cc1ccc(NC(=S)NNC(=O)c2c(Cl)c(C)nn2C)cc1
  -24.2%	?	15.2	?	i	?	-0.4%	-19.0%	-4.0%
- Cc1oc(-c2ccc(Cl)cc2)nc1CS(=O)CC(=O)NCc1ccc2c(c1)OCO2 (configuration not stated)
  -12.4%	-19.5%	-4.7	0.2%	?	-5.4%	-8.2%	12.7%	-21.9%
- O=C(Cc1ccccc1[N+](=O)[O-])NCc1ccc(Cl)cc1
  4.3%	-4.7%	16.1	16.7%	i	-5.0%	-6.3%	5.5%	51.9%[activator]
- CCOc1ccc(NC(=O)CN2CCN(c3ccc(F)cc3)CC2)cc1S(=O)(=O)N1CCCC1
  -54.8%	-13.7%	?	.	i	-11.8%	.	-6.7%	.
- O=c1c2cnn(-c3ccc(F)cc3)c2ncn1Cc1cccc(Cl)c1
  5.7%	.	.	.	i	.	.	10.2%	1.8%
- O=C(COc1ccc2c3c(c(=O)oc2c1)CCC3)NC(Cc1ccc(Cl)cc1)C(=O)O (configuration not stated)
  -21.0%	0.3%	-8.7	0.4%	i	11.6%	-15.4%	0.0%	0.0%
- O=C(NC(=S)Nc1cccc(O)c1)c1ccco1
  -5.1%	-1.9%	-4.6	5.9%	i	-0.4%	-0.4%	2.6%	.
- COC1CCN(Cc2c(C(=O)N3C[C@@H](C)O[C@@H](C)C3)nc3ccc(Cl)cn23)CC1
  19.2%	-1.7%	-5.3	0.5%	i	2.1%	6.9%	-8.0%	-8.9%
- CC1CC(C)CN(C(=O)CSCC(=O)Nc2nc(-c3cccs3)cs2)C1 (configuration not stated)
  -26.1%	-0.8%	27.5	6.8%	?	-0.1%	-10.4%	6.6%	-35.2%
- COc1ccc(CCNC(=O)c2cnn3cccnc23)cc1OC
  5.0%	5.8%	8.8	26.5%	i	-4.5%	-12.5%	-3.7%	-0.3%
- CCN(CCCNC(=O)c1nn(-c2ccc(C)cc2)c(=O)c2c1c1ccccc1n2C)c1cccc(C)c1
  0.9%	.	.	.	i	.	.	13.1%	4.8%
- O=C(CN1CCCCCC1)Nc1c(Cl)cc(Cl)cc1Cl
  -28.4%	2.0%	-26.8	11.6%	i	0.4%	?	0.0%	-3.5%
- CN(C)c1cccc(Nc2ccc(-c3ccc(OC(F)(F)F)cc3)cn2)c1
  -35.2%	15.0%	-17.3	.	?	3.9%	.	0.0%	-19.0%
- Cc1cccc(C)c1NC(=O)c1ccc2c(c1)nnn2C1CCCC1
  -9.2%	.	.	.	i	.	.	?	-15.8%

Next section
Second line of a record – HepG2 viability	HT1080-NT tox	IL-1B inflam inh	MCF10A rerep	S2 tox	HT1080 IDH1KD tx	SW480 rerep	KB-3-1 cytotox	ATXN2 expr inh
- CC(OC(=O)c1ccc(-c2ccc([N+](=O)[O-])cc2)o1)C(=O)NC(N)=O (configuration not stated)
  -14.2%	0.3%	12.6	-3.5%	i	-4.4%	-4.0%	13.9%	9.1%
- COc1ccc(-n2ccnc(NCCc3ccccc3)c2=O)cc1OC
  -12.1%	.	.	.	?	.	.	3.8%	-14.1%
- O=P(COCCO)(c1ccccc1)c1ccccc1
  12.7%	7.5%	21.5	-0.8%	?	4.3%	-4.2%	12.5%	0.2%
- CC(=O)c1ccccc1C(=O)N1CCCC(CNC(=O)c2ccccc2Cl)C1 (configuration not stated)
  3.3%	?	27.8	-1.7%	i	0.9%	-26.5%	-0.3%	7.3%
- O=C(COn1nnc2ccc(S(=O)(=O)N3CCOCC3)cc21)Nc1c(F)c(F)c(F)c(F)c1F
  -1.4%	-2.7%	4.0	-0.5%	i	1.7%	7.8%	1.8%	.
- COc1ccc(-n2cc(C(=O)c3ccc4ccccc4c3O)cn2)cc1
  -3.5%	-5.0%	13.2	18.3%	i	11.1%	3.0%	?	-7.5%
- O=C1C=C(c2ccc3ncccc3c2)C[C@@H](c2ccc(Cl)cc2)C1
  -30.1%	?	-15.4	23.1µM*	?	-28.8%	8.2%	?	?
- COc1ccc(-c2nc(CN3CCC(C(=O)NCCCOC(C)C)CC3)c(C)o2)cc1OC
  -22.5%	.	.	.	i	.	.	-4.2%	4.5%
- Cc1ccccc1-n1nnnc1SCC(=O)c1c(N)n(C2CC2)c(=O)[nH]c1=O
  -30.5%	-17.0%	21.1	0.4%	i	-22.3%	-4.6%	-4.0%	-5.3%
- COCC1CCN(Cc2c(C(=O)N3CCN(C4CCCCC4)CC3)nc3ccccn23)C1 (configuration not stated)
  2.1%	9.4%	-11.7	-3.4%	i	3.8%	-7.6%	1.2%	13.4%
- O=C(C[n+]1cc(Br)cc2ccccc21)c1ccc(Cl)cc1
  2.6%&-21.5%	-29.2%	-8.7	?	i	?	10.1%	?	28.0%
- Cc1cccc(-c2noc(CNC(=O)c3ccco3)n2)c1
  10.2%&-17.1%	23.2%	-2.5	1.8%	i	16.3%	-1.1%	13.1%	-12.6%
- Nc1nc(SCC(=O)NCC2CCCO2)[nH]c(=O)c1NC(=O)c1ccc(F)c(F)c1 (configuration not stated)
  -5.3%	-12.8%	i	-8.5%	i	-18.7%	-23.7%	11.7%	-4.1%
- Cc1ccccc1-c1nc(Cc2ccc(Cl)cc2)no1
  7.3%	26.6%	-4.4	2.0%	i	13.7%	-2.8%	5.5%	16.4%
- C[C@H](NC(=O)c1nc[nH]c1C(=O)NCC(=O)OCc1ccccc1)C(=O)OCc1ccccc1
  -11.0%	-19.3%	35.4	4.8%	i	1.5%	0.1%	12.2%	-0.5%

New compounds follow:
Second line of a record – HepG2 viability	HT1080-NT tox	IL-1B inflam inh	MCF10A rerep	S2 tox	HT1080 IDH1KD tx	SW480 rerep	KB-3-1 cytotox	ATXN2 expr inh
- COc1ccc(N(C(=O)c2cnsn2)C(C(=O)NC2CCCCC2)c2ccncc2)cc1 (configuration not stated)
  -2.3%	0.4%	31.3	?	i	-0.1%	-6.5%	3.1%	.
- Cc1ccc(S[C@@H](CCN2CC[C@H](C(C)(C)C)CCC2=O)c2ccccc2)cc1
  12.6µM*	?	-6.6	?	?	?	0.5%	?	0.0%
- COc1ccc2c(c1)c(C(=O)CN1CCC3(CC1)OCCO3)c(C)n2C
  -16.4%	0.7%	32.8	8.7%	i	3.4%	-6.1%	-0.5%	1.9%
- CC1CCCN(C(=O)C2CCN(c3nc(-c4ccccc4)nc4c3CCC4)CC2)C1 (configuration not stated)
  -22.7%	5.9%	-20.0	11.9%	i	17.3%	7.3%	16.4%	-21.5%
- COc1ccc(/C=C/c2nc(S(=O)(=O)c3ccccc3)c(N(C)C)o2)cc1
  5.7%	-0.6%	-6.1	-10.3%	i	1.9%	?	1.3%	23.1%
